# High-throughput results: PubChem BioAssay, several laboratories
# Ba/F3 V617F tox – reduced viability of JAK2V617F-dependent Ba/F3 cells, primary screen, JAK2V617F inhibitor project, cell-based, Ba/F3 EpoR-JAK2V617F, luminescence; ATP luminescence; inhibition, % at 5.6 µM; actives 1.1% (n = 220,000); AID 1446, 2008;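 active = inhibition above the campaign mean plus 3 SD over all tested compounds, cut at about 24% in these data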;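 note: cytokine-independent growth of Ba/F3 cells driven by EpoR plus mutant JAK2; 0% = DMSO-treated cells and 100% = JAK inhibitor I control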
# NPY-Y2 PAM-ag – NPY-Y2 potentiators or agonists, primary screen, cell-based; cells expressing NPY-Y2, potentiator/agonist read-out; Neuropeptide Y receptor type 2 (Homo sapiens), P49146; activation, % at 3.6 µM; actives 0.45% (n = 220,000); AID 1359, 2008; in the data active = activation above about 27%;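 note: cells stimulated with NPY near EC25 plus isoproterenol at EC100; 0% = vehicle plus submaximal agonist and 100% = vehicle plus saturating agonist; some results beyond the cut were filed as inactive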
# BaF3 parental – parental Ba/F3 cell viability inhibition, counter-screen for JAK2V617F inhibitor project, murine pro-B, CellTiter-Glo luminescence; AID 1486, 2009; actives 1.1% (n = 220,000); CellTiter-Glo ATP luminescence; inhibition, % at 5.6 µM;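 active = inhibition above a per-campaign cutoff, the mean inhibition of all tested compounds plus 3 SD, cut at about 27% in these data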;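 note: 0% = DMSO wells and 100% = JAK Inhibitor I control wells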
# Mdm2 ligase inh – MDM2-luciferase reporter signal enhancers, primary screen, MDM2 E3 ligase inhibitor project, cell-based, luminescence, 1536-well; E3 ubiquitin-protein ligase Mdm2 (Homo sapiens), Q00987; cell-based MDM2 ubiquitination luciferase reporter, 2 h; 0 = plate control, 100 = twice control, blank-subtracted; signal enhancement, % at 5 µM; actives 0.11% (n = 210,000); AID 1230, 2008;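 active = signal enhancement of 30% or more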;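 note: luminescence tracks abundance of the self-degrading MDM2-luciferase fusion protein; higher signal means inhibition of MDM2 E3 ligase activity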
# Target sequence (Q00987 whole entry, looked up, the tested form may be a part): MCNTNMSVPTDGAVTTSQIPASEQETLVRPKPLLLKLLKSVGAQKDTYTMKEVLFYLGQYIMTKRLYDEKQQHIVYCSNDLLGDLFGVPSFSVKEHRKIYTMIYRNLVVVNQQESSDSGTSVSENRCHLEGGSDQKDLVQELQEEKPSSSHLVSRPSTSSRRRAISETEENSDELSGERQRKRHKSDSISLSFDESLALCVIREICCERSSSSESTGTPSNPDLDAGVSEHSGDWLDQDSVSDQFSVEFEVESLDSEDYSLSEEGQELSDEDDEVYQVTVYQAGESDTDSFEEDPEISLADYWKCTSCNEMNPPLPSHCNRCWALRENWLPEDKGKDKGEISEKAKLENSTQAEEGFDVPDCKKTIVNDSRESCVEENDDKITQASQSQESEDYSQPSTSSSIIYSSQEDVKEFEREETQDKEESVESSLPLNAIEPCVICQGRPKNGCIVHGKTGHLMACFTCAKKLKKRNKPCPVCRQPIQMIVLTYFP
#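 Assay system: stable mammalian line carrying autodegrading MDM2–luciferase fusion reporter; Input: 2000 cells in each well; Compound dosing: single-point 5 µM; Schedule: 2 h compound exposure at 37 °C; Signal: SteadyLite luciferase luminescence after 15 min room-temperature reagent incubation; Evaluation: % luminescence enhancement versus blank-corrected plate control mean; Benchmarks: plate controls and plate blanks.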
# PERK inh – block of dimerizer-induced PERK translation repression, primary screen, PERK inhibitor project, CHO PERK-DD cells, SEAP luminescence, HTS | Eukaryotic translation initiation factor 2-alpha kinase 3 (Homo sapiens), Q9NZJ5 | CHO PERK-DD fusion, SEAP luminescence translation reporter | inhibition, % at 5.6 µM | actives 0.17% (n = 220,000) | AID 1416, 2008;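 active = inhibition above the mean inhibition of all tested compounds plus 3 SD, set separately per screening campaign, cut at about 2.9% in these data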;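 note: PERK kinase domain activated by AP20187 dimerizer at 100 nM; 0% = DMSO with dimerizer and 100% = rapamycin at 8.4 µM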
# S1P4 antagonist – S1P4 receptor antagonists, primary screen, cell-based; AID 1510, 2009; S1P4-expressing cells, antagonist mode, reporter read-out; actives 0.26% (n = 220,000); inhibition, % at 4.98 µM; in the data active = inhibition above about 29%;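 note: 0% = wells stimulated with agonist and 100% = vehicle wells without agonist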
# Target sequence (O95977 whole entry, looked up): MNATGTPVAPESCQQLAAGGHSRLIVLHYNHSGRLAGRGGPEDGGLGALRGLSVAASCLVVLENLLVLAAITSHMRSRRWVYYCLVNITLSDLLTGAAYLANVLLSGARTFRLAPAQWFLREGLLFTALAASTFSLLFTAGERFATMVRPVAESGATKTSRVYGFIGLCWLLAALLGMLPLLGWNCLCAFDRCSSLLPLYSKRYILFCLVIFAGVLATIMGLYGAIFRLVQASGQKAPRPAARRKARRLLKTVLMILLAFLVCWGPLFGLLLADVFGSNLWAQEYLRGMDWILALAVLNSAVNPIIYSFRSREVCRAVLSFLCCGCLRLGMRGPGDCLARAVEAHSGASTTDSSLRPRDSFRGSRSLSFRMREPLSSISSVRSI
# S1P4 agonist – S1P4 receptor agonists, primary screen, cell-based. Sphingosine 1-phosphate receptor 4 (Homo sapiens), O95977. S1P4-expressing cell line, agonist reporter assay. activation, % at 4.98 µM. actives 0.35% (n = 220,000). AID 1509, 2009; in the data active = activation above about 11%;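 note: 0% = DMSO vehicle and 100% = reference agonist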
# eIF4E-4G inh – eIF4E–eIF4G protein interaction inhibitors, primary screen, biochemical, uHTS, TR-FRET, eIF4GI fragment; Eukaryotic translation initiation factor 4E (Mus musculus) + Eukaryotic translation …; TR-FRET eIF4E-eIF4GI(517-606) binding, 2 h; inhibition, % at 21.7 µM; actives 0.37% (n = 220,000);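 active = inhibition above about 30%, limit read from the data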;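 note: 0% = full FRET control wells and 100% = background wells lacking eIF4GI fragment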
# Wee1 stabilizer – Wee1 degradation inhibitors, primary screen, cell-based, HeLa, Wee1K328M-luciferase, luminescence. reporter increase, % at 5 µM. Wee1-like protein kinase (Homo sapiens), P30291. actives 1.2% (n = 220,000). HeLa Luc-Wee1K328M stability; 100% = proteasome inhibitor MG132 effect;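 active = activation above the mean of all tested compounds plus 3 SD, set per screening run, cut at about 8.8% in these data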;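 note: cells exposed to compound for 20 h before luminescence read; 0% = DMSO alone and 100% = MG132 at 30 µM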
# An asterisk follows results filed as active; nt = not tested or not shown; [ ] = dose if it differs, or a comment.
mol,Ba/F3 V617F tox,NPY-Y2 PAM-ag,BaF3 parental,Mdm2 ligase inh,PERK inh,S1P4 antagonist,S1P4 agonist,eIF4E-4G inh,Wee1 stabilizer
O=C(/C=C/Nc1ccc(S(=O)(=O)Nc2cnc3ccccc3n2)cc1)c1ccccc1,-0.7,-7.9,51.8*,-10.5,0.7,-20.1,2.1,-1.5,-3.1
NC(=O)C[n+]1cccc(C(N)=O)c1,-2.3,-11.0,3.0,-9.6,0.3,-22.1,-1.0,4.1,0.5
COc1cc(C(=O)N/N=C/c2cc([N+](=O)[O-])cs2)cc(OC)c1OC,80.8*,6.0,77.2*,-11.1,-1.2,1.1,-1.9,3.4,-1.6
CCCn1nc2cc(C(=O)NCCCCc3ccccc3)ccc2c1OCC,-0.6,-17.1,0.0,0.3,-0.9,-0.6,0.6,12.3,0.2
COc1ccc2oc(=O)c(C(=O)N3CCN(c4ccccc4C)CC3)cc2c1,2.8,-11.6,6.2,-18.1,0.8,-24.4,0.2,-1.3,3.4
COc1cc(CN(C(=O)c2ccco2)c2ccc(C)cc2)ccc1O,-1.2,14.7,2.5,-24.6,-0.4,2.0,-1.4,36.9*[fluorescence artefact?],-2.5
CCOC(CNC(=O)c1ccc(N2CCc3ccccc32)c([N+](=O)[O-])c1)OCC,0.2,6.6,5.3,0.3,-0.6,-3.8,-2.1,-2.0,3.4
COc1c(Cl)cc(Cl)cc1CNCc1ccccc1,-1.3,-20.5,7.1,-2.7,0.6,11.0,1.3,-0.6,0.3
CCCCC(=O)Nc1cccc(NC(=S)NC(=O)Cc2ccccc2)c1,3.6,-4.2,3.4,-4.8,-1.2,-14.2,0.1,-3.7[fluorescence artefact?],-3.0
CSc1nsc(/C=C/Nc2ccc(Cl)cc2)c1C#N,-3.9,20.7,0.3,-2.5,0.4,5.1,-1.5,2.2,2.0
CCCCN1C(=O)/C(=C(/C#N)C(=O)N2CCCC2)c2ccccc21,1.9,-30.8,-6.7,nt,1.3,-2.8,1.7,-1.7,1.1
O=C1/C(=C/c2ccc(F)cc2)CCC1C1CCCC1 (centres undefined),-0.3,-6.0,6.8,-14.9,-0.8,-14.9,1.4,-5.1[fluorescence artefact?],-2.8
COc1ccc(C2(C(=O)Nc3cc(C)on3)CCOCC2)cc1,-4.8,-11.0,0.8,-2.3,0.3,-18.2,0.8,-2.5[fluorescence artefact?],3.3
COc1ccc(/C=C/C(=O)OCC(=O)c2c(N)n(C)c(=O)n(C)c2=O)cc1,-7.0,-3.6,-0.4,0.5,0.3,-4.1,2.1,20.6[fluorescence artefact?],2.2
CCS(=O)(=O)n1nc(-c2ccccc2)nc1SC,-1.7,5.0,-1.4,-14.0,1.5,4.3,0.5,-0.5,0.3
Cc1ccc(C(=O)c2coc3c2C(=O)C(=O)c2ccccc2-3)cc1,3.6,-6.5,8.2,-21.2,-0.8,12.3,1.4,12.0[fluorescence artefact?],3.2
CC(C)c1nc2ccc(NC(=O)C34CC5CC(CC(C5)C3)C4)cc2[nH]1,8.0,-9.0,4.2,-21.8,-2.0,-23.0,-0.6,-3.2,1.4
CCOC(=O)Cn1nc(CC)c2ccccc2c1=O,-4.1,14.8,-1.5,-11.8,-0.2,-3.1,-2.6,nt,1.4
COc1ccc(OC)c(NC2=NC3(CCCCC3)N=C(N)N2)c1,0.9,-4.8,-1.8,-3.4,-0.3,4.6,-0.2,-5.3,2.3
C=C(C)c1cccc(C(C)(C)NC(=O)N2CCN(c3ccccc3)CC2)c1,1.0,-14.0,-0.7,-4.0,-1.5,9.8,3.0,-1.5,-2.8
Cc1ccc(C(=O)COc2ncnc3cc(Cl)ccc23)cc1,2.6,-9.0,0.1,-6.6,0.1,7.0,-0.1,-0.4,6.1
Cc1ccc(CNC(=O)c2cncc(Br)c2)cc1,-0.3,-13.5,8.1,nt,1.8,-2.7,1.5,0.8,0.4
O=C1NC(=Nc2cccnc2)S/C1=C\c1cccc(F)c1,-1.9,-0.1,-2.6,-7.0,1.3,6.7,0.2,2.6,4.7
CCOc1ccc(CNc2ncnc(N)n2)cc1,-2.9,4.0,3.1,-11.1,1.2,-7.1,1.4,-4.8,-2.5
O=C(CC(=O)N/N=C/c1ccccc1O)NCc1cccnc1,-2.1,-4.0,-0.1,-9.3,1.8,-21.1,0.7,-0.8,0.9
Cc1cc(C(=O)CN2C(=O)NC(C)(c3cccc(Br)c3)C2=O)c(C)n1Cc1ccco1 (centres undefined),-0.3,13.1,2.6,-13.7,-0.6,-2.2,2.9,1.0,-1.5
Fc1ccc(NC(=S)NCc2cccnc2)cc1,-3.3,4.0,4.5,-3.8,1.7,-7.8,0.6,-3.4,-1.9
CC1(C)CC2(CC(c3ccccc3)Oc3cc(O)ccc32)NC(=O)N1 (centres undefined),-1.4,3.4,5.7,-1.1,0.8,-11.0,-0.6,-2.3,2.1
COCC(C)NCC(=O)NC(C)CCc1ccccc1 (centres undefined),-2.9,8.9,5.6,nt,0.3,-6.5,0.4,3.0,-0.1
N=C(N)n1c(N)nc2ccccc2c1=O,-3.7,2.6,-2.4,-6.7,1.4,4.8,-0.5,2.5,7.3
CC(C(=O)NCc1ccco1)n1cc([N+](=O)[O-])cn1 (centres undefined),3.4,-4.1,2.6,-5.7,1.8,1.8,1.9,-0.4,-2.4
NC(=O)c1ccsc1NC(=O)CCS(=O)(=O)c1ccccc1,0.8,13.9,-1.6,-7.2,0.9,2.0,0.5,-6.6,-1.5
Oc1ccc(C=Nc2ccc(N3CCOCC3)cc2)c(O)c1,4.7,15.5,3.7,-8.0,-0.6,3.4,-1.0,5.2,-0.3
CCOC(=O)c1[nH]c(C)c(/C(O)=C2\C(=O)C(=O)N(CCN(C)C)C2c2ccc(C)o2)c1C (centres undefined),5.7,4.5,6.2,-12.9,0.0,8.3,-2.4,7.2,1.5
COc1ccccc1N=C(C)C1=C(O)CSC1=O,1.6,1.9,2.6,-6.7,-0.4,16.1,-1.3,-1.0,-0.7
O=c1c2c(-c3ccccc3)csc2nc2n1CCC2,3.2,6.5,8.8,-11.2,-0.3,-31.1,-1.1,-0.1,-2.6
CC1(C)NC(=O)N(CCSc2ccc(Cl)cc2)C1=O,-4.7,-12.2,2.0,-1.4,-0.6,14.4,-2.3,1.8,3.2
CSc1nnc(-c2ccco2)n1-c1ccccc1,-1.6,8.4,0.6,-17.8,0.1,13.0,-1.5,0.0,-0.6
CCOC(=O)n1c(=O)n(Cc2c(Cl)cccc2Cl)c2ccccc21,-2.3,-9.9,5.0,-12.8,0.7,-11.1,0.9,6.9,0.3
O=C(NCCOc1ccccc1)c1ccccc1[N+](=O)[O-],-1.1,8.9,6.4,-7.8,2.0,5.4,0.4,-1.3,0.7
CC(C)Cn1c(N)c(-c2nc(C(C)C)c(C(=O)c3ccccc3F)s2)c(=O)n(C)c1=O,-4.7,6.8,3.4,-16.7,0.6,-10.8,1.0,-0.9,0.7
CCOc1ccc(-n2c(=O)c3sccc3n(Cc3ccc(C)cc3)c2=O)cc1,2.9,9.9,6.7,2.5,1.7,-19.6,1.1,0.3,-2.2
CCN(c1ccc(NC(=O)COC(=O)/C=C/c2cccs2)cc1)C(C)C,3.0,5.8,4.1,-16.6,-0.3,-6.4,1.8,17.6,1.7
CCNC(=O)c1c(NC(C)=O)sc2c1CCCC2,-3.0,-2.9,-1.3,16.6,0.0,-16.9,1.4,4.5,-0.6
O=C(C1CCCN(S(=O)(=O)c2cccs2)C1)N1CCC(N2CCCCC2)CC1 (centres undefined),-4.0,9.5,1.2,-3.5,1.6,-2.7,0.1,0.8,-0.9
COc1cc(CNc2ccc(N3CCN(C(C)=O)CC3)cc2)ccc1OCc1ccccc1,-2.2,0.5,5.2,3.2,-0.1,-8.6,-1.7,2.2,3.1
O=C1NNC(c2ccccc2)=N/C1=C\c1ccc(Cl)cc1,-3.3,-16.5,-1.8,-9.7,1.5,1.8,0.5,-4.3,0.6
COC(=O)C1CCN(c2ccc([N+](=O)[O-])cc2[N+](=O)[O-])CC1,-1.6,3.0,7.2,-4.8,-0.3,-8.7,1.3,2.3,-1.4
CCN(C(=O)COC(=O)c1[nH]c(C)c(C(C)=O)c1C)C1CCS(=O)(=O)C1 (centres undefined),-3.9,11.9,-2.5,-2.1,1.6,-4.9,-0.3,0.6,-0.8
O=C(O)CCc1ccc(-c2cccs2)o1,-2.3,-11.7,1.5,-9.4,0.9,-9.6,2.3,-4.1,-1.1
O=c1[nH][nH]c(-c2ccccc2)c1C=Nc1ccccc1,-6.7,3.8,-3.4,-17.5,1.2,5.9,-3.6,0.3[fluorescence artefact?],-0.9
CCc1nnc(NC(=O)c2ccc(Cl)c(S(=O)(=O)N3CCc4ccccc4C3)c2)s1,-4.2,10.8,3.3,-3.8,0.2,-7.8,19.9*,-6.2,-3.4
COc1ccc(C(=O)N/C(=C\c2cccc([N+](=O)[O-])c2)C(=O)Nc2cccc(C(=O)O)c2)cc1,0.8,-9.7,13.3,-10.7,0.8,5.7,-0.7,-1.8,0.5
CS/C(=N\S(=O)(=O)c1cccs1)Nc1ccc(Br)cc1F,3.2,-8.3,7.1,-16.9,0.5,-6.9,2.1,-4.4,4.1
CC(C)N(Cc1ccccc1)C(=O)/C=C/c1ccccc1[N+](=O)[O-],0.4,7.4,9.9,0.2,0.1,-21.7,-0.6,0.0,2.4
CC(=O)Nc1ccc(OC(=O)c2cc([N+](=O)[O-])ccc2Cl)cc1,-2.2,9.3,4.6,0.6,1.8,-9.0,-0.5,-0.4,-1.2
Cc1c(Br)c(C(F)(F)F)nn1CC(=O)NCC1CCCO1 (centres undefined),-2.3,16.0,-2.4,-10.4,1.9,-2.9,1.8,7.7[fluorescence artefact?],4.9
